High-throughput results deposited in PubChem by National Center for Advancing Translational Sciences (NCATS).
WRN helicase inh: WRN helicase (human) inhibition; Q14191; WRN helicase unwinding, fluorescent forked duplex, kinetic; Potency, µM (top dose mostly 114 µM), for inactives: at the highest dose activity change, negative = inhibition, most hits filed as inhibitors; actives 0.46% (n = 360,000); AID 651768; also: potency is read from the fitted curve at half-maximal effect; % is scaled to controls: 0 for no effect and ±100 for the full control effect; nearly all actives have a fitted effect of over 55% in size
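Fluorescence dequenching readout, ex 525 nm/em 598 nm, kinetic mode: forked duplex DNA (100 nM final) with adjacent fluorophore and quencher unwound by WRN (20 nM final) with 2 mM ATP. Compound preincubation 15 min, room temperature.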
GLP1R ag: activates the human GLP-1 receptor | P43220 | HEK293 GLP-1R CRE-luciferase, luminescence, 4-6 h; cells express a hypersensitive GLP-1R form | Potency, µM (series often up to 45.6 µM), inactives show at the top dose activation, usual class: activators | actives 0.007% (n = 380,000); also: potency is read from the fitted curve at half-maximal effect; % of control where 0% means no effect
DRD3 antagonist: D3 dopamine receptor (human) antagonism | max response, negative = inhibition, % | actives 2.5% (n = 360,000) | P35462 | AID 652054 | D3R cells, DiscoveRx beta-arrestin luminescence, antagonist mode; active compounds read low; in the data active = max response below about -50%; inconclusive = no clear call, values can overlap the other calls; also: % is scaled to controls: 0 for no effect and ±100 for the full control effect; mostly tested at two doses, the higher about 12 µM
Target sequence (P35462 whole entry, looked up): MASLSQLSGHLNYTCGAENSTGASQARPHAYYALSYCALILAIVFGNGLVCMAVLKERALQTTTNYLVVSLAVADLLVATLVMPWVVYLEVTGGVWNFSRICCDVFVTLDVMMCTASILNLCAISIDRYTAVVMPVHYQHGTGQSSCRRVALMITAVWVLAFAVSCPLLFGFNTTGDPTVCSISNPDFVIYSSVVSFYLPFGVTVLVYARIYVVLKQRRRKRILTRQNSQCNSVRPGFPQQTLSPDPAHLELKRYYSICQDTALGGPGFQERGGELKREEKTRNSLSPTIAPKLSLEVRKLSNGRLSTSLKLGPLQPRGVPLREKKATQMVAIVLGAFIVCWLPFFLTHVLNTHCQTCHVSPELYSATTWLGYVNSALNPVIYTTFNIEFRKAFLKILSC
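Cells expressing the human receptor were seeded at 1500 cells/well, incubated overnight at 37 degrees C in 5% CO2, then exposed to library compounds with dopamine controls for 90 minutes at 37 degrees C before luminescent detection.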
GLP-1R inv ag: GLP-1 receptor (human) inverse agonism; actives 1.6% (n = 410,000); HEK293 GLP-1R CRE-luciferase, luminescence, 24 h; GLP-1R form is constitutively active; Potency, µM (highest dose often 38.3 µM), without a hit: top-dose activity change, negative = inhibition, actives largely listed as inhibitors; also: potency is read from the fitted curve at half-maximal effect; % is scaled to controls: 0 for no effect and ±100 for the full control effect; nearly all actives have a fitted effect of over 55% in size
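HEK293 cells stably co-expressing constitutively active GLP-1R and a cAMP-responsive luciferase reporter were seeded in DMEM with 10% Nu serum, given compounds after 12 h, and incubated 24 h at 37 deg C. Luminescence was then read.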
DRD3 agonist: activates the human D3 dopamine receptor. P35462. D3R DiscoveRx beta-arrestin cells, luminescence, 90 min. max activation, %. actives 0.58% (n = 410,000). AID 652048; in the data active = max activation above about 30%; also: 0% is about no effect; mostly tested at two doses, the higher about 12 µM
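Agonist mode: compounds and dopamine controls were applied to plated cells for 90 min at 37 degrees C after an overnight attachment at 1500 cells/well. Luminescent read-out followed 30 - 60 minutes at room temperature with DiscoveRx detection reagent.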
IL2 activator: activates IL-2 in a cell-based reporter assay; IL-2 activation reporter assay, cell-based qHTS; stimulated with anti-CD3/CD4/CD28 beads; in transgenic mouse T cells; activation, % (series mostly up to about 46 µM); AID 652025; actives 0.065% (n = 360,000); in the data active = activation above about 50%; inconclusive = mostly about 30% to 49%; also: 0% is about no effect
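Quantitative HTS in unstimulated transgenic mouse T cells, with memory T cells as non-tolerant control and PMA/ionomycin as tolerance-bypass control. Compound pretreatment lasted 60 minutes before 18 h bead stimulation; EGFP/DsRed fluorescence read.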
PI5P4K alpha inh: inhibitors of human PI5P4K alpha; actives 1.2% (n = 330,000); P48426; max response, %; PI5P4Kalpha enzyme, ADP-Glo luminescence, 60 min; active compounds read low; active = max response of -50% or lower; inconclusive = between -30% and -50%; inactive = -30% or higher; also: value at the top dose of about 77 µM; % is scaled to controls: 0 for no effect and ±100 for the full control effect
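Human PI5P4Kalpha with substrate in 0.038 M HEPES pH 7.4, 0.28 mM EGTA, 0.1% CHAPS, 5% DMSO; reaction started with 5 microM ATP (final), 60 min at room temperature. ADP formed read by ADP-Glo luminescence.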
GLP1R cytotox: cytotoxicity in counter-screen for GLP-1R inverse agonists; HEK293 cAMP-luciferase reporter cells, luminescence, 24 h; Potency, µM (titrated, usually from 38.3 µM), inactives show at the highest dose activity change, negative = inhibition, hits mostly inhibitors; actives 0.13% (n = 410,000);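 also: loss of luciferase light is scored as toxicity; potency is read from the fitted curve at half-maximal effect; % is scaled to controls: 0 for no effect and ±100 for the full control effect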
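Cells in DMEM/10% Nu serum/1% pen-strep, 1536-well format. Pre-incubated 12 h, dosed with 23 nL compound, incubated a further 24 h. Luciferase detection, 12 min at room temp, luminescence.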
PLK1 PBD block: inhibitors of human PLK1 polo-box domain binding; Plk1 PBD binding of FITC phosphopeptide, fluorescence polarization; Potency, µM, for inactives: max response, negative = inhibition, actives largely listed as inhibitors; actives 2.8% (n = 360,000); also: potency is read from the fitted curve at half-maximal effect; series mostly up to about 57 µM; % is scaled to controls: 0 for no effect and ±100 for the full control effect; nearly all actives have a fitted effect of over 65% in size
Target sequence (P53350 whole entry, looked up, the tested form may be a part): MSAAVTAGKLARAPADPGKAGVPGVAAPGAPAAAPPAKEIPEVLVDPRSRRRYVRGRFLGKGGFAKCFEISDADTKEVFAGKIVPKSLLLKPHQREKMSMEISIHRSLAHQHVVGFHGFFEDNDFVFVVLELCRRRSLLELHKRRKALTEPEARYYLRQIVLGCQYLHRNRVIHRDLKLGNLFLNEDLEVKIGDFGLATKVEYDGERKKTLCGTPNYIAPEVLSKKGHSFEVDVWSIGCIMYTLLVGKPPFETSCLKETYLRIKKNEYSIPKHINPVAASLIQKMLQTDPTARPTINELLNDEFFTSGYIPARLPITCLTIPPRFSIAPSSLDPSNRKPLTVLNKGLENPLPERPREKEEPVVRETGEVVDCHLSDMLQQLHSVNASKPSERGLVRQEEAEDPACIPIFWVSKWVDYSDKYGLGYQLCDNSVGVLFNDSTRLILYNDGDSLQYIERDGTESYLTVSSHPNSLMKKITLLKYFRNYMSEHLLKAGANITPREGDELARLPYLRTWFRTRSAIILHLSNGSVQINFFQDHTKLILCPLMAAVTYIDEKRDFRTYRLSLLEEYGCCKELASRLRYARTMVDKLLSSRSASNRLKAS
Starred values were filed as active, the others as inactive; ? = inconclusive; · = not tested or not shown; [ ] = dose if it differs, or a comment. Unless noted, calls follow the shape of the dose curve; as a rule, active = well fitted curve in the direction sought with a large enough effect; inconclusive = small, poorly fitted or top-dose-only effect, or another doubt; inactive = no such curve, though single readings can be large; an effect the other way counts as inactive or inconclusive.

SMILES	WRN helicase inh	GLP1R ag	DRD3 antagonist	GLP-1R inv ag	DRD3 agonist	IL2 activator	PI5P4K alpha inh	GLP1R cytotox	PLK1 PBD block
CCOC(=O)C(C)N1CC(=O)N(c2ccccc2)C1=O (stereo not given)	-0.4%	10.5%	15.9	4.7%	3.1	2.6	-0.6	4.3%	-5.9%
CN(C)CCNC(=O)c1cc2c(s1)-c1ccccc1OC2	3.8%	0.3%	-81.4*	?	-13.0	-4.2	-13.2	4.1%	-7.7%
CN(CCN1CCOCC1)C(=O)C1CCC(=O)N(Cc2ccc(Cl)cc2)C1 (stereo not given)	-2.0%	-0.2%	-25.7	11.8%	8.7	1.2	-1.8	1.3%	-3.8%
CCc1ccc(OC(=O)Cc2ccc(OC)c(S(=O)(=O)N3CCOCC3)c2)cc1	-3.6%	1.4%	5.0	6.7%	-2.2	0.3	10.7	4.9%	-1.9%
Cc1cc(NC(=O)CC(F)(F)F)n(-c2ccccc2)n1	-3.8%	-0.2%	0.5	5.4%	12.4	0.1	0.8	2.6%	-14.0%
CCC(C)(C)n1nnnc1C(c1cc2ccc(OC)cc2[nH]c1=O)N1CCCCC1 (stereo not given)	-3.6%	6.9%	-23.2	0.0%	-0.3	-4.2	-11.3	-7.8%	-5.9%
COc1ccc(S(=O)(=O)N2CCC(C(=O)NCc3ccco3)CC2)cc1C	3.7%	5.0%	5.6	13.7%	21.2	-3.1	-5.2	2.5%	-2.8%
Cc1c(C(=O)C(=O)NCCc2ccc(S(N)(=O)=O)cc2)c2ccccc2n1C	-0.8%	6.0%	0.0	6.7%	-13.2	0.3	3.7	9.0%	-21.4%
Cc1ccc(C(=O)Nc2nn(C)c3cccc(F)c23)cc1	6.5%	-0.8%	-11.1	-9.9%	-10.4	2.3	-11.0	8.7%	-5.5%
COc1ccc(C(=O)Nc2ccc(NC(=O)Cc3ccccc3)cn2)cc1	-9.2%	-2.6%	-13.1	3.0%	2.3	-0.5	1.5	-9.1%	3.3%
CCOC(=O)c1sc2nc(-c3ccccc3)ccc2c1N	-2.2%	13.2%	12.5	-13.6%	6.7	-0.7	-4.0	43.2%[activator]	1.8%
CC(=O)N1CCc2cc(S(=O)(=O)C(C)CC(=O)Nc3ccc(OC(F)(F)F)cc3)ccc21 (stereo not given)	-4.9%	11.1%	16.1	8.9%	5.7	-1.5	6.3	-10.1%	-5.4%
CCc1ccc(C(=O)NNC(=O)C2CCN(c3ncnc4sc(C)c(C)c34)CC2)cc1	-6.6%	8.0%	23.6	10µM*	-2.1	-7.2	-6.5	-7.9%	-12.3%
Cc1ccnc(NC(=O)Cn2cc([N+](=O)[O-])cn2)c1	-1.1%	1.5%	20.4	22.7%	2.2	-0.6	-1.7	11.6%	2.0%
CCC(C)(C)n1nnnc1C(c1cccnc1)N1CCCc2ccccc21 (stereo not given)	-1.0%	10.5%	3.4	0.0%	-0.9	-2.6	·	-5.3%	-6.4%
CCOC(=O)c1ccc(S(=O)(=O)N2CCN(C(=O)C3CSC4(C)CCC(=O)N34)CC2)cc1 (stereo not given)	-8.0%	3.1%	12.8	-11.8%	-0.7	0.1	7.6	33.0%[activator]	-6.9%
Cc1cc(Nc2cc(C(=O)O)ccc2C)n2ncnc2n1	-1.3%	-3.5%	-7.5	-3.7%	2.9	-2.8	4.1	3.3%	-3.7%
COc1cccc(CN2C(=O)c3ccccc3Sc3ccc(C(=O)N(C)Cc4ccccc4)cc32)c1	·	-7.2%	·	?	6.0	·	·	-4.5%	·
CCOc1ccc(CCNC(=O)c2cc3c(=O)n(CC)c4ccccc4c3s2)cc1OCC	·	-0.3%	·	-14.6%	-4.7	·	·	2.7%	·
C(=N\n1cnnc1)/c1cccn1-c1ccccc1	-1.7%	10.2%	6.9	-7.3%	2.5	-1.3	-2.8	4.8%	-3.5%
Cc1ccc(-c2sc(-c3ccccc3)nc2CC(=O)Nc2ccccc2F)cc1	-18.3%	0.2%	-8.7	9.6%	-2.6	-0.5	3.1	1.6%	-16.4%
CC[N+](CC)(CC)C/C=C/CN1CCCCC1	3.9%	6.2%	13.8	28.1%	3.0	1.0	-4.7	-2.3%	-4.7%
Fc1ccc(-c2nnc3ccc(N4CCCC4)nn23)cc1	3.7%	16.7%	2.3	63.6%[activator]	3.1	-1.4	-0.8	-19.1%	-4.0%
CCCCC(=O)N(C)c1c(CC)nc2c(OCCOC)cccn12	5.8%	7.1%	-6.8	-7.5%	-6.1	2.8	2.2	0.1%	-20.9%
COCC(C)N1CC(O)=C(c2nc(-c3ccc(Cl)cc3)cs2)C1=N (stereo not given)	-0.8%	13.9%	-8.5	48.5%[activator]	2.8	1.2	-4.6	-1.6%	-9.3%

Whole records as entered above. Order of screens: WRN helicase inh	GLP1R ag	DRD3 antagonist	GLP-1R inv ag	DRD3 agonist	IL2 activator	PI5P4K alpha inh	GLP1R cytotox	PLK1 PBD block
Record of CCC(C)(C)n1nnnc1C(c1cc2ccc(OC)cc2[nH]c1=O)N1CCCCC1 (stereo not given) = -3.6%	6.9%	-23.2	0.0%	-0.3	-4.2	-11.3	-7.8%	-5.9%
Record of CCCCC(=O)N(C)c1c(CC)nc2c(OCCOC)cccn12 = 5.8%	7.1%	-6.8	-7.5%	-6.1	2.8	2.2	0.1%	-20.9%
Record of COc1cccc(CN2C(=O)c3ccccc3Sc3ccc(C(=O)N(C)Cc4ccccc4)cc32)c1 = ·	-7.2%	·	?	6.0	·	·	-4.5%	·
Record of CCC(C)(C)n1nnnc1C(c1cccnc1)N1CCCc2ccccc21 (stereo not given) = -1.0%	10.5%	3.4	0.0%	-0.9	-2.6	·	-5.3%	-6.4%
Record of Cc1cc(NC(=O)CC(F)(F)F)n(-c2ccccc2)n1 = -3.8%	-0.2%	0.5	5.4%	12.4	0.1	0.8	2.6%	-14.0%

Following part.
SMILES	WRN helicase inh	GLP1R ag	DRD3 antagonist	GLP-1R inv ag	DRD3 agonist	IL2 activator	PI5P4K alpha inh	GLP1R cytotox	PLK1 PBD block
CCCCNC(=O)c1cc2c(=O)n3cccc(C)c3nc2n(CCN2CCOCC2)c1=N	-10.4%	0.0%	0.6	0.0%	-1.3	-0.3	3.7	168.3%[activator]	-0.1%
CC(=O)N1CCN(c2nnc(-c3ccc(C)cc3)c3ccccc23)CC1	4.9%	17.8%	0.1	-23.6%	7.4	-0.5	-2.5	-4.9%	-0.6%
N#Cc1ccc(C(=O)Nc2cc(S(=O)(=O)N3CCCC3)ccc2OCC(F)(F)F)cc1	-3.1%	-4.0%	4.9	-4.8%	3.6	-1.3	-10.4	-6.2%	4.2%
Cc1cccc(C(=O)Nc2c(C(=O)N3CCN(c4ccc(F)cc4)CC3)oc3ccccc23)c1	·	-1.2%	·	?	-1.5	·	·	-10.5%	·
O=C(COc1ccc2oc(-c3ccco3)cc(=O)c2c1)N1CCCCC1	-0.7%	8.0%	0.1	23.5%	-2.0	-1.3	-15.4	-16.2%	-21.4%
CCCCC(=O)N/N=C/c1ccc(Sc2cccc3cccnc23)o1	-16.3%	2.9%	100.5	?	4.5	-0.4	6.1	1.3%	-18.5%
Nc1nc2cc(Cl)ccc2n1N	8.5%	-1.6%	0.0	-52.9%	-4.2	0.1	-8.2	-13.2%	-1.2%
CCC(C)C1C(C#N)=C(N)Oc2n[nH]c(-c3ccccc3)c21 (stereo not given)	-3.0%	2.8%	-23.9	-22.6%	-1.3	-1.5	-10.9	-26.8%	4.5%
O=C1OC(c2ccc(F)cc2)CC1CN1CCOCC1 (stereo not given)	-5.4%	1.0%	?	16.8%	-8.7	-0.4	2.9	3.3%	-2.2%
CCCCN(CC)Cc1ccc(CNC(=O)Nc2ccc(Cl)cc2)o1	-24.1%	6.1%	-16.4	?	-16.6	-2.5	-2.9	-6.9%	-6.6%
CCc1ccc2oc(-c3cc(N)cc(C)c3O)nc2c1	3.4%	-5.9%	7.6	36.3%[activator]	3.8	-1.4	2.5	-5.1%	-3.7%
CCc1ccc(-c2cc(C)no2)cc1S(=O)(=O)N1CCOc2ccc(C)cc21	-7.2%	-0.5%	-10.6	?	8.9	-3.9	14.5	10.6%	-10.1%
O=C(Nc1nncs1)c1ccc(Br)c(S(=O)(=O)N2CCCC2)c1	-3.0%	7.2%	-22.4	14.2%	-7.0	-1.8	-23.2	47.4%	-19.4%
CC(=O)c1ccc(NC(=O)C(C)Sc2n[nH]c(-c3cccnc3)n2)cc1 (stereo not given)	6.3%	3.0%	0.8	12.4%	-1.0	-0.1	-3.5	-2.9%	-5.0%
O=C(CCCN1C(=O)c2cccc3cccc(c23)C1=O)Nc1ccon1	-3.0%	24.0%	-17.2	42.4%[activator][7.66 µM]	0.1	2.3	-2.6	2.1%[7.66 µM]	-11.1%
Cc1cc2cc(CNC(=S)Nc3ccc(OC(F)F)cc3)ccc2[nH]1	-8.7%	-1.6%	-8.4	?	-6.2	-2.5	4.8	-12.7%	-13.5%
CCCCCC(=O)Nc1sc(C)c(C)c1C#N	-10.6%[57.1 µM]	6.8%	13.5	?	-2.6	1.8	-4.3	-0.7%[1.53 µM]	10.6µM*
O=C1NC[C@H](Cc2ccccc2)N(C[C@H]2CCCN2C[C@H](Cc2ccc(O)cc2)N2C[C@H](Cc3ccc(O)cc3)N(CC3CCCCCC3)C(=O)C2=O)C1=O	-0.3%	4.3%	3.5	6.9%	-15.4	-0.7	-15.4	2.2%	-7.6%
O=C1CC(C(=O)N(c2cccc(F)c2)C(C(=O)NC2CCCC2)c2ccccn2)CS1 (stereo not given)	4.2%	-8.4%	7.1	?	2.3	-0.4	·	-26.5%	1.3%
CCOC(=O)CNC(=O)N(C)[C@H]1C[C@H]2c3[nH]c4ccccc4c3CCN2C[C@H]1[C@H](C)O	2.5%	2.7%	?	18.7%	-11.5	-0.3	1.0	17.0%	-11.3%
COC(=O)c1ccc(OCC2c3cc(OC)c(OC)cc3CCN2C(=O)C(C)C)cc1 (stereo not given)	·	11.9%	·	-2.5%	-12.8	·	·	-2.5%	·

Compounds were not picked by outcome. About 7.8% of those tested had a hit in this group.
